Source: PubChem
PAX8 reporter = lowers PAX8-driven luciferase in RMG-I cells. AID 652154. RMG-I TPO-luciferase reporter, SteadyGlo, 24 h. 360,000 compounds, 1.2% hits. inhibition, % at 12.6 µM;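 active = mean replicate inhibition at least 60% with every replicate also reaching 60%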;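 note: luciferase light reporting Pax8 driven TPO promoter activity; plate controls were median of neutral control wells for no effect and mitoxantrone controls for full effect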
EWS-Fli block = inhibitors of EWS/Fli oncoprotein transcriptional activity | A673 NR0B1-luciferase reporter, viability-normalised | inhibition, % at 12.6 µM | 350,000 compounds, 0.67% hits | AID 651661;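 active = mean inhibition of at least 50% after viability correction, with every replicate also passing that limit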;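 note: firefly luciferase signal divided by Alamar Blue viability fluorescence both relative to DMSO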
CASP6 VEID inh = caspase-6 (human) enzyme inhibition | 350,000 compounds, 0.53% hits | inhibition, % at 12.5 µM | purified caspase-6, Z-VEID-R110 cleavage fluorescence | P55212;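 active = mean inhibition across replicates at least about 35%, with every replicate also reaching that limit, limit read from the data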;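 note: 0% = median of neutral control wells and 100% = no fluorescence left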
Target sequence (P55212 24-179 limits assumed): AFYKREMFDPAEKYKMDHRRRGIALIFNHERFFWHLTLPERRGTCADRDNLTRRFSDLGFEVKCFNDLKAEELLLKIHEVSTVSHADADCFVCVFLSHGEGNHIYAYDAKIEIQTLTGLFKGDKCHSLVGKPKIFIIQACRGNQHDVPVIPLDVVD
Target sequence (P55212 194-293 limits assumed): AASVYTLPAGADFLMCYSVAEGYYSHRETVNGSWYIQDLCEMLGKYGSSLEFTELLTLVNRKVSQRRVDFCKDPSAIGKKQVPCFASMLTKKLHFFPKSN
miR122 inh = miR-122 inhibition in Huh7 cells | Huh7 miR-122 Renilla luciferase sensor, 48 h; neutral wells = 0, positive control = 100 | activation (reporter increase), % at 12.5 µM | 340,000 compounds, 0.3% hits;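 active = mean replicate activation score at least 90 and every replicate individually at or above 90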;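 note: higher luciferase means less miR-122 activity so hits act as miR-122 inhibitors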
LGR2 antag = inhibitors of bursicon-induced Drosophila LGR2 receptor cAMP signaling; HEK293 LGR2, CRE-luciferase, bursicon-stimulated, 4 h; inhibition, % at 9.99 µM; 380,000 compounds, 0.35% hits; AID 720647;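 active = drop in luminescence signal, shown as inhibition above about 50% in the replicate tests, limit read from the data, passing the limit was not always enough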;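 note: agonist challenge used bursicon conditioned medium at about half maximal strength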
Cneo AK release = causes C. neoformans cell lysis. 360,000 compounds, 0.2% hits. lysis activity, % at 15 µM. AID 651654. adenylate kinase release luminescence, 4 h; normalised: neutral wells 0, clomiphene wells 100;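 active = mean lysis activity across replicates of at least 80%, whatever share of replicates individually reach that level; inactive = mean lysis activity below 80%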
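Signal: Adenylate kinase release luminescence | Assay system: Log-phase Cryptococcus neoformans yeast cells | Input: Cells at 5 × 10^6 per mL | Buffer or medium: Fresh YPD growth medium | Compound: Single dose | Schedule: Static 4 h at 37 °C with compound, 1 h detection | Controls: Clomiphene | Read-out: Luminescence rise reflecting yeast cell lysis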
FN deposition inh = fibronectin deposition inhibition; AH1F fibroblasts, Alexa488-fibronectin deposition fluorescence, overnight; inhibition, % at 12.6 µM; 350,000 compounds, 0.086% hits;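 active = mean inhibition across replicates of 30% or more, regardless of how many single replicates reach that level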;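 note: positive control wells lacked labelled fibronectin entirely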
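Material: AH1F fibroblast monolayer depositing Alexa488-labelled fibronectin into matrix / Amount: 10000 AH1F cells per well / Signal: fluorescence 485/525 nm / Medium: DMEM, 2% serum / Compound: single dose, pinned / Incubation: 1 h cell adhesion before compound, then overnight fibronectin incubation / Reagent: Alexa488-FN, 24 nM final / Read-out: inhibition of fibronectin deposition signal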
PGC1a acetyl inh = modulators of PGC1a acetylation; AID 651687; U2OS PGC1a acetylation, AlphaScreen anti-acetyl-lysine; with virally co-expressed GCN5 acetyltransferase; inhibition, % at 15.6 µM; 350,000 compounds, 0.17% hits;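 active = every replicate shows inhibition of at least 40%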;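 note: 0% = neutral control wells and 100% = positive control wells; some results beyond the cut were filed as inactive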
Numbers without * were called inactive; . = no result given; & = joins results of further samples; [ ] = dose if it differs, or a comment. Some of the compounds tested (hit frequency here may not be typical).

SMILES | PAX8 reporter | EWS-Fli block | CASP6 VEID inh | miR122 inh | LGR2 antag | Cneo AK release | FN deposition inh | PGC1a acetyl inh
CCC1C2CC3C4N(C)c5ccccc5C45CC(C2C5O)N3C1O (configuration not stated) | . | 1 | 0 | -8 | 1 | 0 | . | 1
O=C1NC(=O)N(CCC2=CCCCC2)C(=O)/C1=C/c1ccc(O)cc1 | 4 | 5 | 26 | -2 | 18 | -1 | -7 | .
COc1cc2c3cc1Oc1cc(ccc1O)C[C@@H]1c4c(cc(OC)c(O)c4Oc4ccc(cc4)C[C@H]3N(C)CC2)CCN1C | 22 | 3 | -9 | -1 | 4 | 1 | -5&17 | 0
C/C=C1/CN2[C@@H]3C4CO[C@@H]3c3c([nH]c5cc(OC)ccc35)[C@@H]2CC14 (some centres not stated) | . | -5 | -4 | 4 | -2 | -3 | . | 3
Nc1ccc(C2(c3ccc(N)cc3)c3ccccc3-c3ccccc32)cc1 | 10 | 4 | -6 | . | 12 | . | 2 | .
COc1cc(CN2CC=C(c3ccc(F)cc3)CC2)cc(OC)c1 | -11 | 11 | -1 | 4 | 0 | -2 | 4 | .
O=C1c2ccccc2C2(c3ccc(Cl)cc3)NCCN12 (configuration not stated) | . | . | 1 | -3 | . | 0 | . | 1
CN1CCN(c2ccc(C(F)(F)F)cc2N)CC1 | -27 | -9 | 0 | . | -7 | . | . | 2
COc1ccccc1-n1c(O)c(/C=N/N2CCCCC2)c(=O)n(-c2ccccc2OC)c1=S | 7 | 4 | 0 | . | -4 | . | -3 | 8
Cn1cc[n+](C)c1P(=S)(c1ccccc1)c1ccccc1 | 10 | 2 | 1 | -2 | -11 | -1 | . | .
CCOc1cc(CNC(C)C(O)c2ccccc2)cc(Cl)c1OCC (configuration not stated) | 0 | . | . | -3 | 4 | -2 | 1 | -5
COC(=O)C1=C(c2cccc(C#N)c2)C[C@@H]2CC[C@H]1N2C(=O)NC(C)C | -26 | 11 | 3 | 10 | 9 | -1 | -3 | .
CC1C(c2ccccc2)OC(=O)N1C (configuration not stated) | . | -3 | -1 | . | 12 | 0 | -5 | 4
O=C(c1ccccc1)N1CCC2(CC1)OCCO2 | -14 | 0 | 2 | -6 | 0 | 0 | 6 | .
Fc1ccc(C2N3CCCN23)cc1 (configuration not stated) | 6 | 2 | 0 | -1 | 9 | 3 | 7 | 5
O=P(Oc1ccc(-c2ccccc2)cc1)(N1CC1)N1CC1 | -15 | 18 | -13 | -4 | . | 0 | 2 | .
CC[n+]1c(/C=C/N(C)c2ccccc2)sc2ccc(Cl)cc21 | . | . | . | . | 12 | -1 | -12 | 13
COC(=O)C1=C(c2ccc(F)cc2F)C[C@@H]2CC[C@H]1N2C(=O)N1CCC(O)(c2ccc(Cl)cc2)CC1 | 12 | 4 | 2 | -13 | 8 | -1 | -3 | 1
C[N+]12CCC(CC1)C(=C(c1ccccc1)c1ccccc1)C2 | 7 | -20 | -3 | . | 5 | . | 2 | .
COc1cc(CC(=O)N2C[C@H]3C[C@@H](C2)c2cccc(=O)n2C3)cc(OC)c1OC | . | -4 | 4 | 2 | -15 | 1 | . | -5
CCOC(=O)c1ccccc1N | . | -1 | -3 | -3 | 5 | 1 | . | 3
Cc1cccc(NP(C)(=O)c2nc3c(s2)CCCC3)c1 (configuration not stated) | 7 | 6 | -1 | 8 | -8 | -2 | -4 | 12
O=C(c1ccc2c3c(cccc13)CC2)C1CCCN(CC2CC2)C1 (configuration not stated) | 16 | 0 | -1 | 5 | 24 | -2 | 4 | -5
COC(=O)C[C@H]1CC[C@@H]2NC[C@H](O)COC[C@H]2O1 | -29 | -1 | . | 3[16.7 µM] | -13 | -1 | 3 | -8
Cc1ccc(N2CCN(CCc3ccccc3)CC2)cc1 | . | -5 | 2 | 3 | 0 | . | . | 4

(next part)
SMILES | PAX8 reporter | EWS-Fli block | CASP6 VEID inh | miR122 inh | LGR2 antag | Cneo AK release | FN deposition inh | PGC1a acetyl inh
COc1cccc(CNCCc2ccccc2)c1OC | -13 | 0 | -3 | . | 19 | . | -2 | .
COc1ccc(C(CNC(=O)CCc2ccsc2)N(C)C)cc1 (configuration not stated) | -17 | -6 | -6 | 0 | -3 | -1 | 7 | 7
C/C(=C/C=C/[C@@H](C)C(=O)O)[C@H]1CN[C@H](C(=O)O)[C@H]1CC(=O)O | . | -2 | 0 | 4 | 12 | -6 | . | 3
CC(C)(C)NC(=S)N1Cc2ccccc2-n2nncc2C1 | -6 | 13 | -2 | 0 | -19 | 2 | 0 | -16
COc1ccc(-c2ccc3c(c2)CN(c2cccc(Cl)c2)Cc2cnnn2-3)cc1 | 4 | 47 | . | 0 | -6 | 1 | 15 | 6
NS(=O)(=O)c1ccc(N=Cc2c(O)n(-c3ccccc3)c(=O)[nH]c2=O)cc1 | 3 | 0 | . | -7 | -4 | . | 0 | -12
CN1CCN(C(=O)COc2ccc3ccccc3c2Br)CC1 | . | -13 | 1 | 2 | -15 | -2 | . | -19
CCC(C)n1c(O)c(C=NCCN2CCOCC2)c(=O)[nH]c1=S (configuration not stated) | -7 | -3 | 0 | . | 0 | . | 1 | .
CC(=O)N1CCN(c2ccc([N+](=O)[O-])cc2C=C2C(=O)NC(=O)NC2=O)CC1 | 20 | . | . | 1 | -6 | 20 | -16 | -3
CCCCOc1nc2ccccc2c(=O)n1-c1ccccc1 | -9 | . | . | 4 | -12 | 0 | 0 | -1
O=C(Cc1ccncc1)N1CCCCN2[C@@H](CO)[C@@H](c3ccc(C#CC4(O)CCCC4)cc3)[C@@H]2C1 | 13 | . | -1 | 5[16.7 µM] | -19 | -3 | . | 4
N#CC12CC(=O)N1Cc1cnnn1-c1ccccc12 (configuration not stated) | 12 | -6 | 8 | -4 | -1 | 1 | -7 | -25
O=P(Nc1cccnc1)(Oc1ccccc1)Oc1ccccc1 | 12 | 13 | 1 | . | -4 | . | 5 | .
O=C(O)c1nonc1-c1nonc1C(=O)O | . | -5 | 0 | 1 | -15 | 0 | . | 7
Cc1ccccc1O | . | -4 | 3 | -5 | 14 | -1 | . | 11
CC1CCSP(=O)(Oc2ccccc2)O1 (configuration not stated) | -4 | 2 | -3 | 1 | 1 | -15 | -4 | 9
C[C@]12C[C@H](O)[C@@H](O)C[C@@H]1CC[C@@H]1[C@@H]2CC[C@]2(C)C(=O)CC[C@@H]12 | . | -7 | -4 | 2 | 17 | -2 | . | -4
CC1(C)C2SCC(=O)N2CCN1CC(=O)NN (configuration not stated) | 4 | 1 | -1 | 6 | 4 | 2 | 2 | -4
COc1cc([N+](=O)[O-])c2nc(C)ccc2c1[N+](=O)[O-] | 7 | -1 | 0 | . | 1 | . | -5 | .
O=C1C2CCCC1C(N1CCCCC1)CC2 (configuration not stated) | -2 | 5 | -6 | 2 | 9 | 0 | -3 | .
COC(=O)C1=C(c2c(C)noc2C)C[C@@H]2CC[C@H]1N2C(=O)NCc1ccc(F)cc1 | -11 | -1 | -1 | 1 | -17 | 2 | 2 | -1
CCCCCn1c(=O)c(C(=O)NCc2ccccc2Cl)c(O)c2ccccc21 | 0 | 9 | -4 | . | -8 | 0 | -1 | .
CCCCNc1ccncc1S(=O)(=O)NC(=O)NC(C)C | . | . | . | 2 | 13 | 0 | . | 0
COC(=O)C1=C(c2ccccc2)C[C@@H]2CC[C@H]1N2C(=O)NC1CCCCC1 | -8 | -3 | 1 | . | . | -1 | 2 | .
CSc1nnc([C@@H](N)Cc2c[nH]c3ccccc23)o1 | -9 | 20 | -1 | -4 | -11 | 1 | 3 | 5

Nine entries from above, with two lines to a compound:
Every second line gives: PAX8 reporter | EWS-Fli block | CASP6 VEID inh | miR122 inh | LGR2 antag | Cneo AK release | FN deposition inh | PGC1a acetyl inh
> CCC1C2CC3C4N(C)c5ccccc5C45CC(C2C5O)N3C1O (configuration not stated)
  . | 1 | 0 | -8 | 1 | 0 | . | 1
> O=C1NC(=O)N(CCC2=CCCCC2)C(=O)/C1=C/c1ccc(O)cc1
  4 | 5 | 26 | -2 | 18 | -1 | -7 | .
> COc1cc2c3cc1Oc1cc(ccc1O)C[C@@H]1c4c(cc(OC)c(O)c4Oc4ccc(cc4)C[C@H]3N(C)CC2)CCN1C
  22 | 3 | -9 | -1 | 4 | 1 | -5&17 | 0
> C/C=C1/CN2[C@@H]3C4CO[C@@H]3c3c([nH]c5cc(OC)ccc35)[C@@H]2CC14 (some centres not stated)
  . | -5 | -4 | 4 | -2 | -3 | . | 3
> Nc1ccc(C2(c3ccc(N)cc3)c3ccccc3-c3ccccc32)cc1
  10 | 4 | -6 | . | 12 | . | 2 | .
> COc1cc(CN2CC=C(c3ccc(F)cc3)CC2)cc(OC)c1
  -11 | 11 | -1 | 4 | 0 | -2 | 4 | .
> O=C1c2ccccc2C2(c3ccc(Cl)cc3)NCCN12 (configuration not stated)
  . | . | 1 | -3 | . | 0 | . | 1
> CN1CCN(c2ccc(C(F)(F)F)cc2N)CC1
  -27 | -9 | 0 | . | -7 | . | . | 2
> COc1ccccc1-n1c(O)c(/C=N/N2CCCCC2)c(=O)n(-c2ccccc2OC)c1=S
  7 | 4 | 0 | . | -4 | . | -3 | 8

The list goes on:
SMILES | PAX8 reporter | EWS-Fli block | CASP6 VEID inh | miR122 inh | LGR2 antag | Cneo AK release | FN deposition inh | PGC1a acetyl inh
CC(C)OP(=O)(Oc1ccc(C(O)C(Cl)(Cl)Cl)cc1)OC(C)C (configuration not stated) | 11 | -1 | -1 | . | 18 | 0 | -2 | 8
CCC(C)n1c(O)c(C=NCC2CCCO2)c(=O)[nH]c1=S (configuration not stated) | 1 | 6 | -3 | . | -15 | . | -12 | .
CCCCCCC(=O)N/N=C/c1c(O)n(CCc2ccccc2)c(=O)[nH]c1=O | -16 | 25 | 0 | 0 | -13 | -1 | -6 | -3
Cc1cccc(NP(=O)(Oc2ccccc2F)Oc2ccccc2F)c1C | 33 | 9 | -2 | . | 9 | 5 | 0 | .
CCCCn1c(O)c(/C=N/NC(=O)c2ccncc2)c(=O)[nH]c1=O | -12 | -9 | -2 | -2 | 10 | -2 | -2 | 4
COc1ccc(-n2c(/C=C/c3ccc(O)cc3)nc3ccccc3c2=O)cc1 | 26 | -9 | -1 | -4 | 9 | 0 | 19 | 0
O=c1c2ccccc2nc(/C=C/c2ccccn2)n1-c1ccccc1 | 3 | 17 | -2 | -6 | 9 | 2 | -1 | 7
CC1(C)CC(=O)C(C=NCCN2CCN(C(=O)Cc3ccc(Cl)cc3)CC2)=C(O)C1 | . | . | . | -8 | . | -1 | 1 | -10
CC(NCC#Cc1ccccc1)C(O)c1ccccc1 (configuration not stated) | -1 | 6 | -3 | . | -5 | . | -3 | 15
COC(=O)[C@@H]1N=C(c2ccc(OC)cc2)O[C@]12C(=O)N(Cc1ccc(OC)cc1)c1ccccc12 | 18 | 6 | 1 | . | 22 | . | 11 | .
O=C(Cc1ccccc1)N1C[C@@H]2[C@H](c3ccccc31)[C@H](CO)N2Cc1ccccc1 | 17 | 11 | 1 | 42[16.7 µM] | 0 | -2 | . | -10
COC(=O)C(O)(c1ccc(NC(=S)NC(=O)c2ccccc2)cc1)C(F)(F)F (configuration not stated) | . | . | . | 3 | -18 | 4 | 1 | 8
CCCCn1c(O)c(C(CC)=NCCc2ccccc2)c(=O)[nH]c1=O | . | . | . | -3 | -12 | -1 | . | -2
COC(=O)C1=C(c2ccc(OCc3ccccc3)cc2)C[C@@H]2CC[C@H]1N2C(=O)NCc1ccc(Cl)cc1 | -9 | -4 | -1 | 2 | 4 | 0 | . | .
CC(=O)NC(C)Cc1ccccc1 (configuration not stated) | . | . | . | 8 | -5 | 3 | . | 6
